Compound activity from PubChem.
ALOX12 inh: blocks human arachidonate 12S-lipoxygenase | purified 12hLO, xylenol orange hydroperoxide absorbance | Potency, µM (titrated, usually from 108 µM), for inactives: top-dose activity change, negative = inhibition, usual class: inhibitors | hit rate 1.1% among 580,000 | AID 1671190; further: on the % scale 0 is the no-effect control and ±100 the full control effect
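Purified human 12hLO (150 nM final) in 25 mM Hepes, 0.01% Triton X-100, pH 7.0 was preincubated 15 min at room temperature with compound. Then 40 uM arachidonic acid was added, 30 min. Hydroperoxide was read by Fe-XO absorbance ratio 573/405 nm.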
RXFP1 agonist: agonists of human relaxin receptor RXFP1; AID 2676; Potency, µM (doses to about 57.5 µM), without a hit: at the highest dose activation, usual class: activators; HEK293T-RXFP1 cAMP TR-FRET, 30 min; response scale: percent of porcine relaxin response, buffer zero; Q9HBX9; hit rate 0.3% among 370,000; further: on the % scale 0 is the no-effect control and ±100 the full control effect; nearly all actives have a fitted effect of over 60% in size; many of its hits are not listed in these tables
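HEK293T cells stably expressing RXFP1 were pretreated with the PDE4 inhibitor Ro 20174, exposed to compounds for 30 min at 37C, lysed, and cAMP was read by TR-FRET. Data normalized to buffer (basal) and 29 nM porcine relaxin (100%).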
RGS4 inhibitor: human RGS4 inhibition. Transcreener GDP fluorescence polarization, RGS4-accelerated GTP hydrolysis. P49798. AID 504845. Potency, µM (top dose mostly 114 µM), without a hit: top-dose activity change, negative = inhibition, most hits filed as inhibitors. hit rate 0.039% among 390,000; further: on the % scale 0 is the no-effect control and ±100 the full control effect; nearly all actives have a fitted effect of over 75% in size; some results filed as inactive show a strong effect at the top dose
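MLSMR compounds (23 nl, pin-transferred) preincubated 10 min at room temperature with a 500nM (2x) first reagent, then RGS4 at 900nM (2x) plus Transcreener GDP mix added; fluorescence polarization (620/688 nm) read before and after 90 min at 30 °C.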
Vif-APOBEC3F blk: inhibitors of Vif-A3F interaction. HeLa A3F-eYFP + Vif (tagged APOBEC3F with the HIV-1 protein that degrades it), YFP fluorescence increase. Potency, µM (highest dose often 46.1 µM), without a hit: top-dose activity, negative = active. hit rate 0.2% among 390,000; further: % of control where 0% means no effect; nearly all actives have a fitted effect of over 65% in size
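HeLa cells stably expressing A3F-eYFP plus Vif, plated and incubated overnight at 37 deg C, then exposed to compounds overnight at 37 deg C. Blocked degradation read as raised yellow fluorescence (Ex 488/Em 500-530).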
TrxR1 substrate: rat thioredoxin reductase 1 substrate activity; O89049; purified TrxR1 substrate turnover, NADPH consumption readout; Potency, µM (top dose mostly 114 µM), inactives show at the highest dose activity change, negative = substrate turnover; hit rate 0.01% among 390,000; further: on the % scale 0 is the no-effect control and ±100 the full control effect; nearly all actives have a fitted effect of over 50% in size
Target sequence (O89049 whole entry, looked up): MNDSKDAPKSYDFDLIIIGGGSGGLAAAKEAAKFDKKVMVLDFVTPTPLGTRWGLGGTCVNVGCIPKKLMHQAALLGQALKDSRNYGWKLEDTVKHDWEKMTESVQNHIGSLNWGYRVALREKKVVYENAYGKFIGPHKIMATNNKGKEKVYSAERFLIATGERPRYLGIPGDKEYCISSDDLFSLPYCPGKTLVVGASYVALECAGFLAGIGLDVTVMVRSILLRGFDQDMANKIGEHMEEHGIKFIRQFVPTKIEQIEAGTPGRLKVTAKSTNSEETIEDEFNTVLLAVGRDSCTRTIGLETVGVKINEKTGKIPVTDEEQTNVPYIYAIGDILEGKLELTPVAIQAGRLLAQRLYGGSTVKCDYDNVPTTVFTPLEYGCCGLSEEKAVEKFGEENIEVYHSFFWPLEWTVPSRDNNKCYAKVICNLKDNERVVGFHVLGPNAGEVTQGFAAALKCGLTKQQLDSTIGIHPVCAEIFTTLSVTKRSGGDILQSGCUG
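Rat TrxR1, dispensed at 90 nM, was prereduced with 400 uM NADPH (final) for 5 min at ~22 deg C, then incubated with compound 15 min before 400 uM selenite. A first-read NADPH fluorescence drop versus no-compound background flagged substrates.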
USP1 inh: blocks the human USP1/UAF1 deubiquitinase complex; O94782; recombinant USP1/UAF1, Ub-Rhodamine cleavage fluorescence; Potency, µM (highest dose often 57.1 µM), for the others: top-dose activity change, negative = inhibition, most hits filed as inhibitors; hit rate 0.23% among 390,000; further: on the % scale 0 is the no-effect control and ±100 the full control effect; nearly all actives have a fitted effect of over 60% in size; inactives centre near -12
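1 nM enzyme complex + cpd, 15 min RT; start with Ub-Rho 150nM final; kinetic fluorescence ex 480/em 540, 6 reads q60 s. Buffer 50mM HEPES pH 7.8, 0.5mM EDTA, 0.1 mg/ml BSA, 1mM TCEP, 0.01% Tween-20.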
Vif-A3G inh: inhibitors of Vif-APOBEC3G interaction; HeLa A3G-eYFP + Vif (tagged APOBEC3G with the HIV-1 protein that degrades it), YFP fluorescence, overnight; Potency, µM (titrated, usually from 46.1 µM), inactives show at the top dose activity, negative = active, actives largely listed as inhibitors; hit rate 0.076% among 410,000;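 further: on the % scale 0 is the no-effect control and ±100 the full control effect; nearly all actives have a fitted effect of over 60% in size; hits raise eYFP signal because A3G escapes Vif-driven loss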
Target sequence (Q9HC16 whole entry, looked up): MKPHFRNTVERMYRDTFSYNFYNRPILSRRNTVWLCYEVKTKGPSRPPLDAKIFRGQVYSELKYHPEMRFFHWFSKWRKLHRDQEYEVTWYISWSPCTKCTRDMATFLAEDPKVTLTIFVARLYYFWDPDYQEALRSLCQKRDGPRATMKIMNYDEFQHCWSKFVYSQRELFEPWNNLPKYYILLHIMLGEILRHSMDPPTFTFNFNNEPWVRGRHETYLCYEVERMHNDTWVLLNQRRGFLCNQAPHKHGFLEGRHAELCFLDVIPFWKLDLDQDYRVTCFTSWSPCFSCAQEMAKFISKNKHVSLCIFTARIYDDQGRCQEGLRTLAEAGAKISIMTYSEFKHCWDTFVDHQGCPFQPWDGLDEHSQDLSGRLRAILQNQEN
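Read-out is eYFP fluorescence (Ex 488/Em 500-530) from Vif-expressing HeLa A3G-eYFP cells; more signal means A3G escaped Vif-mediated degradation. Cells plated overnight, compound pinned in, incubated overnight at 37 deg C.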
TrxR1 inh: inhibitors of rat thioredoxin reductase 1; recombinant rTrxR1, NADPH fluorescence consumption, selenite substrate; hit rate 1% among 390,000; O89049; Potency, µM (top dose mostly 114 µM), for the others: at the top dose activity change, negative = inhibition, usual class: inhibitors; further: on the % scale 0 is the no-effect control and ±100 the full control effect; nearly all actives have a fitted effect of over 65% in size
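Rat TrxR1 (90 nM in the dispensed reagent) was pre-reduced with 400 uM NADPH for 5 min at room temperature, then incubated with compound for 15 min. After 400 uM selenite was added, NADPH fluorescence (Ex 340/Em 450 nm) was followed for 8 min.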
mIDH1 inhibitor: inhibitors of human mutant IDH1 R132H; Potency, µM (highest dose often 76.6 µM), inactives show top-dose activity change, negative = inhibition, hits mostly inhibitors; O75874; hit rate 0.093% among 390,000; IDH1-R132H enzyme, NADPH consumption, diaphorase/resazurin fluorescence; further: on the % scale 0 is the no-effect control and ±100 the full control effect; nearly all actives have a fitted effect of over 65% in size
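IDH1-R132H (0.5 ug/mL dispensed) in pH 7.5 Tris buffer was preincubated 30 min with compound, then given a substrate mix of 0.016 mM NADPH and 2 mM alpha-KG for 80 min at room temperature; remaining NADPH was read by diaphorase/resazurin fluorescence.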
Numbers without * were called inactive; i = inactive; ? = inconclusive; . = not tested or not shown; & = joins results of further samples; [ ] = another dose, or the depositor's remark. The call rests on the fitted dose curve; in most records, active means well fitted curve in the direction sought with a large enough effect; inconclusive means small, poorly fitted or top-dose-only effect, or another doubt; inactive means no such curve, though single readings can be large; an effect the other way counts as inactive or inconclusive. Potency means the concentration at half of the fitted maximal effect.

nr	smiles	ALOX12 inh	RXFP1 agonist	RGS4 inhibitor	Vif-APOBEC3F blk	TrxR1 substrate	USP1 inh	Vif-A3G inh	TrxR1 inh	mIDH1 inhibitor
1	CC(C)(C)C(=O)c1no[n+]([O-])c1/C(=N/O)C(C)(C)C	2%	-0.9%	-4%	0%	-12%	-2%	2%	-14%	0%
2	Cc1cc(C)cc(NC(=O)CSc2nnc(-c3ccc(S(=O)(=O)N4CCCC4)cc3)o2)c1	27%	0.9%	4%	-13%	4%	-2%	-2%	24%	0%
3	COc1ccc2cc3c(N)nn(C(=O)C4CCC(C(C)(C)C)CC4)c3nc2c1 (stereo not given)	12%[57.4 µM]	3.4%	3%	2%	-8%	-16%	3%	5%	0%
4	O=C(CN1C(=O)NC2(CCCC2)C1=O)Nc1ccc(F)cc1	-24%	-0.4%	0%	0%	6%	-17%	1%	7%[0.457 µM]	3%
5	COc1cc(NC(=O)COc2ccc(Cl)cc2)ccc1NC(=O)C(C)C	-1%	0.0%	1%	1%	-4%	-3%	1%	9%	4%
6	CC1(C)NC(=O)N(CC(=O)Nc2nc(-c3ccc(F)cc3)cs2)C1=O	6%	1.0%	-26%	2%	-4%	-17%	-4%	-6%	2%
7	COc1ccc(-n2ccc3ccccc32)cc1	-13%	2.7%	-36%	-7%	3%	-16%	-2%	-2%	15%
8	Cc1cc(C)n(C2CC(=O)N(c3ccc(Cl)c(Cl)c3)C2=O)n1 (stereo not given)	0%	3.0%	-25%	-20%	3%	-15%	0%	32%	-5%
9	O=C(CN1CCN(c2ccccc2O)CC1)Nc1ccc2c(c1)CCC2	-17%	0.6%	16%	13%	-6%	-6%	0%	4%[57.1 µM]	1%
10	Cc1nc(SCC(=O)N(C)C2CCS(=O)(=O)C2)c2ccccc2n1 (stereo not given)	-6%	.	23%	4%	-1%	1%	-17%	5%	-9%
11	CCOc1ccc(NC(=O)CN(C)C(=O)c2ccc(C)o2)cc1OCC	i	-0.3%	1%	-2%	9%[57.1 µM]	-19%	2%	15%[57.1 µM]	3%
12	CC(=O)NC(Cc1c[nH]c2ccccc12)C(=O)N1CCc2ccccc2C1 (stereo not given)	0%	2.3%	15%	-3%	-3%	11%	-4%	3%	17%
13	CC(C)Oc1ccc(C2CCC(=O)NC2=O)cc1 (stereo not given)	-28%	0.4%	?	3%	13%	-10%	1%	26%	1%
14	COc1ccc(N2CCN(C(=O)CCc3c(C)nc4cc(-c5cccc(F)c5)nn4c3C)CC2)cc1	-45%	21%	-4%	-7%	18%	-14%	-1%	8%	5%
15	CCOC(=O)c1sc(NC(=O)C2CC(=O)N(c3ccccc3C)C2)nc1C (stereo not given)	-10%	1.0%	4%	2%	6%	-17%	0%	25%	-8%
16	O=C(CS(=O)(=O)c1cccc2nsnc12)Nc1ccccc1Cl	-9%	2.9%	-8%	-4%	-1%[57.1 µM]	-15%	1%	10%[57.1 µM]	-13%
17	O=C(Cn1cc(SCc2ccc(F)cc2)c2ccccc21)N1CCCCC1	0%	0.5%	-10%	9%	-4%	-8%	-3%	17%	-7%
18	Cc1cc(C)cc(C(=O)NC(CC(N)=O)c2ccc(NC3CCCCCCC3)c([N+](=O)[O-])c2)c1 (stereo not given)	3%	-0.9%	0%	0%	-3%[57.1 µM]	-24%	-2%	10%[57.1 µM]	0%
19	COc1ccccc1OCCCn1cc(C#N)c2ccccc21	-7%	0.0%	-1%	-10%	10%[57.1 µM]	-6%	-22%	25%[57.1 µM]	22%
20	CCOC(=O)C1CCN(C(=O)c2ccc3c(c2)sc2nc(-c4ccc(OC)cc4)cn23)CC1	?	-0.5%	25%	7%	-6%	-5%	0%	-4%	-15%
21	COc1ccc(NS(=O)(=O)c2cc(NC(=O)c3ccc(=O)[nH]c3)ccc2N2CCOCC2)cc1	-14%	0.8%	-41%	-13%	-4%	-6%	0%	6%[57.1 µM]	11%
22	CCC(c1nnnn1C(C)(C)CC)N(CCCO)Cc1cc2cc(C)cc(C)c2[nH]c1=O (stereo not given)	?	6.7%	18%	-22%	3%[57.1 µM]	-1%	2%	5%[57.1 µM]	1%
23	COc1ccc2ccccc2c1CNCCN1CCOCC1	?	4.3%	1%	1%	6%	-26%	-6%	15%	3%
24	COc1ccc(N2CCN(c3ccc(-c4nc(-c5cccc(C)c5)no4)cc3[N+](=O)[O-])CC2)cc1	?	9.9%	32%	-1%	-12%	?	2%	-8%	7%
25	COC(=O)C1CCN(C(=O)c2c(-c3ccccc3Cl)noc2C)CC1	-16%	-1.7%	12%	0%	7%	-16%	-3%	14%	-5%
26	COc1ccc(CCN(C(=O)c2snc(C(N)=O)c2N)C(C(=O)NCC2CCCO2)c2ccc(F)cc2)cc1OC (stereo not given)	2%	2.6%	-18%	-10%	4%	-20%	-9%	3%[57.1 µM]	2%
27	O=C(O)c1cc2c(cc1Cl)N1CCCCCC1=NS2(=O)=O	0%	4.2%	15%	-3%	4%	-21%	-1%	14%	-1%
28	COc1ccc(C(C(=O)NC2CCCC2)N(CCN2CCOCC2)C(=O)c2ccc(OC)c(OC)c2)cc1 (stereo not given)	12%	-0.6%	-19%	1%	4%	-8%	2%	15%	-5%
29	C=CCNC(=O)/C(C#N)=C/c1ccccc1[N+](=O)[O-]	-22%	0.5%	-15%	-24%	-8%[57.1 µM]	-13%	-8%	5%[57.1 µM]	3%
30	COc1ccc(N2C(=O)C(Cl)=C(N3CCCC(C)C3)C2=O)cc1 (stereo not given)	-8%	0.3%	6%	0%	0%	-24%	-3%	14%	2%
31	Cc1ccc(NC(=O)CCCNC(=O)c2ccc(Cl)cc2)c(Br)c1	14%	-3.1%	-7%	-2%	10%[57.1 µM]	0%	-1%	3%[57.1 µM]	5%
32	Cc1ccsc1C1C(C#N)=C(N)N(N(C)C)C2=C1C(=O)CCC2 (stereo not given)	12%	-0.5%	-5%	-2%	-14%[57.1 µM]	-19%	0%	21%[57.1 µM]	6%
33	COc1ccc(-n2cnnc2SCC(=O)Nc2cc(S(=O)(=O)N3CCCCC3)ccc2C)cc1	-2%	8.5%	0%	-13%	1%	-14%	1%	21%	-10%
34	CC(C)c1ccc(S(=O)(=O)c2ccc(NN)cc2)cc1	?	2.9%	-34%	-2%	-2%[57.1 µM]	?	0%	6%[57.1 µM]	7%
35	CC(C)C(=O)Nc1cccc(S(=O)(=O)c2cccc(NC(=O)C(C)C)c2)c1	-1%	0.3%	12%	-8%	-1%	9%	-1%	14%	1%
36	Cc1cc2ccccc2n1CCNC(=O)C1CCCCC1	-28%	-1.7%	-8%	-1%	16%[57.1 µM]	-20%	0%	10%[57.1 µM]	14%
37	CC(C)C(=O)Nc1c(C(=O)c2ccc(F)cc2)oc2ccccc12	16%	4.0%	12%	-2%	18%[57.1 µM]	-6%	2%	25%[57.1 µM]	5%
38	CC(C)C[C@H]1CN=C(Nc2ccccc2)N1CC1CCCCC1	4%	0.6%	-2%	-4%	0%	-30%	6%	9%	1%
39	N#C/C(=C\c1ccc(OCc2ccccc2)cc1)C(=O)Nc1nc2c(s1)CCN(Cc1ccccc1)C2	-6%	1.9%	-9%[11.4 µM]	?	1%[57.1 µM]	-18%	1%	20%[57.1 µM]	3%
40	Cc1ccc(C(=O)NC2CC(C)(C)NC(C)(C)C2)cc1	0%	0.1%	7%[56.9 µM]	12%	3%	-22%	1%	17%	-7%
41	O=C(O)C1CC1(c1ccccc1)c1ccccc1 (stereo not given)	-12%	1.6%	-3%	1%	9%	-17%	1%	28%	18%
42	CC(C)CN1CCC(=O)N([C@H](COc2ccccc2)c2ccccc2)CC1	.	0.0%	16%	-1%	8%[57.1 µM]	0%	1%&-3%	21%[57.1 µM]	-2%
43	COc1ccc(C(=O)NCc2nnc(SCC(=O)N3CCC(C)CC3)o2)cc1	-11%	0.2%	-19%	5%	-5%	-18%	5%	5%	-2%
44	CCC(=O)Nc1ccc(C(=O)Cn2ncc(Cl)c(Cl)c2=O)cc1	4%	-2.5%	-10%	-10%	0%	-13%	?	?	-11%
45	COc1ccnc(Oc2ccc(C)cc2C)c1C#N	20%	4.2%	-4%	2%	-5%	?	0%	6%	2%
46	Cc1c(C)c(C)c(S(=O)(=O)N2CCSCC2)c(C)c1C	0%	2.1%	16%	-13%	6%	-24%	-1%	20%	0%

Quoted from the listing.
#44 | ALOX12 inh = 4%
#41 | USP1 inh = -17%

The list is partial, so the mix of outcomes need not match the whole.
